tim23-1 inh – growth inhibitors of tim23-1 mutant yeast, primary screen, luminescence, uHTS; S. cerevisiae tim23-1 growth, BacTiter-Glo luminescence, 24 h; inhibition, % at 20 µM; AID 463212, 2010; 330,000 tested, 1.3% active;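 active = growth inhibition of the mutant yeast at or above 50%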;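 also: temperature-sensitive mutant grown at 25 °C; plate controls were DMSO-treated mutant yeast for no effect and medium wells lacking yeast for full effect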
XBP1 UPR activ – activators of adaptive XBP1 UPR arm, primary screen, cell-based, CHO-XBP1 luciferase reporter, luminescence, uHTS | activation, % at 20 µM | IRE1-XBP1 UPR activation; percent of tunicamycin response, DMSO as zero | 330,000 tested, 0.33% active;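 active = versus positive control, 20 µM dose yields 30% or more activation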;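 also: 100% = tunicamycin at 10 µg/mL and 0% = DMSO only wells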
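Material – CHO cell line with stable XBP1 luciferase reporter · Buffer or medium – F12 plus 10% FBS · Compound – single point, 20 µM final compound, 1% DMSO · Schedule – 16-18 h cell attachment at 37 °C, then 6 h compound exposure · Signal – Steady-Glo luminescence read · Benchmarks – high control tunicamycin 10 µg/mL final, low control DMSO vehicle only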
Jurkat NFkB inh – inhibitors of induced NF-kB luciferase reporter, primary screen, TCR NF-kB activation inhibitor project, cell-based, luminescence, uHTS; inhibition, % at 4 µM; Jurkat, PMA/ionomycin-induced NF-kB luciferase reporter; 330,000 tested, 0.53% active; AID 435003, 2010; in the data active = inhibition above about 50%
APJ antag – antagonists of human apelin receptor APJ, primary screen, CHO-K1 cells, beta-arrestin complementation, luminescence; P35414; inhibition, % at 20 µM; 330,000 tested, 0.32% active; AID 2521, 2010;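 active = inhibition above about 40% at 20 µM, limit read from the data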;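 also: cells challenged with 10 nM apelin-13 agonist together with compound; plate controls were apelin-13 plus DMSO wells for no effect and DMSO wells lacking apelin-13 for full effect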
CHOP UPR activ – activators of apoptotic CHOP UPR arm, primary screen, cell-based, CHO-CHOP luciferase reporter, luminescence, uHTS; UPR activation; percent of tunicamycin response over DMSO baseline; activation, % at 10 µM; AID 449763, 2010; 330,000 tested, 0.34% active;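 active = at 10 µM dose, activation of 40% or more, normalized to positive control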;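 also: 100% = tunicamycin at 10 µg/mL and 0% = DMSO alone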
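Assay system: CHO cells with stable CHOP pathway luciferase reporter; Buffer or medium: F12 plus 10% serum; Times: 16-18 h cell attachment, then 6 h compound exposure, 37 °C; Signal: luciferase luminescence; Read-out basis: percent activation relative to tunicamycin control; Control set: tunicamycin high control, DMSO low control.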
APJ agonist – agonists of human apelin receptor APJ, primary screen, CHO-K1 cells, PathHunter beta-arrestin, luminescence; 0% DMSO wells, 100% apelin; AID 2520, 2010; 330,000 tested, 0.11% active; activation, % at 20 µM;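 active = activation more than six SD over the plate average, tested at 20 µM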;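 also: 0% = DMSO alone and 100% = apelin-13 at 10 nM; some results filed as inactive read as strong as hits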
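system = engineered CHO-K1 APJ arrestin reporter cells | input = 1000 cells per well | timing = overnight seeding, 90 min compound at 25 °C, 1 h detection | measured by = enzyme-fragment complementation luminescence | read-out = beta-arrestin recruitment to APJ as agonist activity, luminescent signal | control set = negative DMSO alone, positive Apelin-13 at 10 nM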
Mdm2 MdmX PPI – inhibitors of human Mdm2-MdmX association, primary screen, cell-based, luminescence, split luciferase, SaOS-2, uHTS; Protein Mdm4 (Homo sapiens) + E3 ubiquitin-protein ligase Mdm2 (Homo sapiens), …; SaOS-2 split-luciferase Mdm2/MdmX complementation; inhibition, % at 8 µM; 330,000 tested, 3% active; AID 485346, 2010;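 active = inhibition of at least 50% at 8 µM in the primary screen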
Target sequence (O15151 whole entry, looked up): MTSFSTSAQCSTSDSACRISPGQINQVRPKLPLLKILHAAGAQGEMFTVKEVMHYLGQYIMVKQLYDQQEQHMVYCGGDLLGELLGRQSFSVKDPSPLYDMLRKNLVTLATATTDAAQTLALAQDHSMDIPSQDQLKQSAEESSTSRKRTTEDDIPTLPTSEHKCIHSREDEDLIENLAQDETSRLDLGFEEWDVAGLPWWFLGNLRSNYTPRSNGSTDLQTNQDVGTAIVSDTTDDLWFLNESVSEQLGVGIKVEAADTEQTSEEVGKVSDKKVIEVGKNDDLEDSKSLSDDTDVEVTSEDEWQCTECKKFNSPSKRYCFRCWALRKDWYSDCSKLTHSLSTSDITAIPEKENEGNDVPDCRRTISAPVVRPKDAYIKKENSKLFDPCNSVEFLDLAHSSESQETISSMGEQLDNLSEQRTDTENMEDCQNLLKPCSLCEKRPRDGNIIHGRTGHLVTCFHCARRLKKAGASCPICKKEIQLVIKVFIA
Target sequence (Q00987 whole entry, looked up): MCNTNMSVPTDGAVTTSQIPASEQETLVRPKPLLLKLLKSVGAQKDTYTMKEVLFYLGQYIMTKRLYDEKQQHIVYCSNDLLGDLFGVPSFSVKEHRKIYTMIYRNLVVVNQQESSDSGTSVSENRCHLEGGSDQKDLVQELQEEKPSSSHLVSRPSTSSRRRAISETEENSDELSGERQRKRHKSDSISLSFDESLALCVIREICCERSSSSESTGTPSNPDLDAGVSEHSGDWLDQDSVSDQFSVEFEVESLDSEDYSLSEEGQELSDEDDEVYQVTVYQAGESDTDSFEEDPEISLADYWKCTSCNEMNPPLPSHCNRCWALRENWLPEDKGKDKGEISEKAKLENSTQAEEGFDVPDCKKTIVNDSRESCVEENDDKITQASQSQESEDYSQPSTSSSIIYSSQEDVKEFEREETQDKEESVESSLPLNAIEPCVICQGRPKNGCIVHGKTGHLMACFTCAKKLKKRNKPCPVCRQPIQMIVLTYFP
697 NFkB inh – inhibitors of PMA/ionomycin-induced NF-kB reporter, 697 cells, primary screen, B-cell NF-kB inhibitor project, cell-based, luminescence, uHTS; 697 B-cell NF-kB luciferase reporter, 16 h; inhibition, % at 4 µM; 330,000 tested, 0.33% active; AID 435022, 2010; in the data active = inhibition above about 35%
* marks the source's active call; other numbers are inactive results. Rows were taken by chance. About 5% of those tested had a hit in this group.

structure,tim23-1 inh,XBP1 UPR activ,Jurkat NFkB inh,APJ antag,CHOP UPR activ,APJ agonist,Mdm2 MdmX PPI,697 NFkB inh
CC(C(=O)NC1CCCCCC1)N(c1ccccc1)S(C)(=O)=O (configuration not stated),9,-1,-9,15,0.4,5,-12,-5
S=c1[nH]nc(-c2cccnc2)n1/N=C/c1ccc(Br)s1,-5,0,-2,-14,-0.9,1,3,13
COc1cccc(-n2c(SCC(=O)N3c4ccccc4CC3C)nnc2-c2ccco2)c1 (configuration not stated),21,0,-6,19,-3.8,-4,3,1
C=CCC[C@H](Cc1ccc(F)cc1)C(=O)OC[C@H](C)NC(=O)[C@H](CC=C)CC(=O)N(CCO)Cc1ccccc1,25,-2,10,-2,0.2,1,-3,-20
Cc1ccc(-c2nnn(CC(=O)N(Cc3ccccc3)C(C(=O)NC(C)(C)C)c3ccncc3)n2)o1 (configuration not stated),-2,0,-3,12,-0.2,-4,-5,11
CCCCCOc1ccc(C(=O)CCC(=O)NC(C)c2ccc(S(N)(=O)=O)cc2)cc1 (configuration not stated),22,-2,5,4,1.5,-1,40,11
CCCCn1[nH]c(-c2ccccc2)cc1=O,28,-3,5,7,-0.8,-3,16,1
COc1ccc(N2CCN(c3cc(C)c4ccc(C)cc4n3)CC2)cc1,11,-2,-14,11,-0.8,-2,4,-7
CCCCc1nnc(NC(=O)CSCc2cc(=O)n3c(C)csc3n2)s1,14,-4,2,17,-0.3,5,25,14
Cc1ccc(C2CC2C(=O)NNC(=S)Nc2ccc(Cl)cc2)cc1 (configuration not stated),4,0,6,19,-1.4,-5,11,-11
COc1ccc(C2C(C(=O)NCc3ccco3)c3ccccc3C(=O)N2C)cc1 (configuration not stated),15,-2,-6,11,0.1,-1,1,13
COc1ccc(C2N=C(N)N=C(N)N2c2ccc(C)cc2)cc1 (configuration not stated),-129,-2,26,12,2.3,0,-35,13
CCc1cc(=O)oc2cc(C)c(CN3CCCC3)c(O)c12,-5,0,-10,-2,0.5,-2,-6,5
Clc1ccc(-c2nc(NCCN3CCOCC3)c3ccccc3n2)cc1,41,3,-22,21,0.2,0,24,-12
O=C(CCC1CCCC1)NC1CCCCC1,16,1,-14,3,-1.2,-5,11,14
CC(=O)c1ccc(N2CCN(C(=O)CCCn3c(=O)[nH]c4ccsc4c3=O)CC2)cc1,0,1,14,3,2.7,0,-20,10
O=C(c1ccsc1)N1CCCC(Nc2cccc(F)c2)C1 (configuration not stated),-5,-1,-7,18,0.2,-7,8,13
CCCCCC(=O)Nc1cc(S(=O)(=O)N2CCOCC2)ccc1N1CCCC1,2,-6,-6,15,0.5,2,22,16
Cc1ccc(Cn2ccc(NC(=O)c3cc(-c4ccc(F)cc4)on3)n2)cc1,-13,-1,6,-5,-0.4,-4,8,9
COc1cc(OC)cc(C(=O)n2cnnc2N)c1,13,0,-7,-7,-2.2,1,3,-36
O=C(O)CC12CC3CC(C1)CC(n1ncc(NCc4ccco4)c(Cl)c1=O)(C3)C2,11,2,3,10,-0.2,-3,9,25
COc1ccc(C)cc1S(=O)(=O)N1CCCC(C(=O)N2CCN(c3ccccc3F)CC2)C1 (configuration not stated),25,-7,-7,8,-2.2,-1,-1,-14
C/C(=N/O)c1cc(C(C)(C)C)c(O)c(C(C)(C)C)c1,25,-1,-5,3,-0.7,12,3,-49
O=C1CNC(=S)N1Cc1ccccc1Cl,24,1,22,12,2.2,-3,23,4
CC(=O)c1cccc(NC(=O)COc2ccc(S(=O)(=O)N3CCOCC3)cc2)c1,12,-1,-4,-16,0.1,1,26,4
CC(C)c1ccc(NC(=O)C2CCCN2S(=O)(=O)c2ccccc2F)cc1 (configuration not stated),41,2,-24,6,2.4,0,-1,-29
CN1C(=O)CS(=O)c2ccc(C(=O)NCCC3=CCCCC3)cc21 (configuration not stated),12,1,-2,-45,1.5,-3,4,-2
COc1ccc2[nH]c3c(c2c1)CCN1C(=O)N([C@@H](C)C(=O)NCc2ccccc2)C(=O)[C@]31C,10,-3,2,-15,-2.0,-4,25,15
COc1ccccc1N(CC(=O)NCCSCc1ccccc1Cl)S(C)(=O)=O,8,0,-12,11,-1.0,-1,0,2
Cc1cc(=O)[nH]c2ccc(S(=O)(=O)Nc3ccc(O)cc3)cc12,-2,-8,-7,-2,0.9,0,15,18
O=C(NCCN1CCOCC1)N1CCOCC1,-1,2,7,8,-1.1,-2,-12,11
Cc1nn(CC(=O)O)c(C)c1[N+](=O)[O-],3,1,2,-5,-1.6,-4,0,0
CC(CCc1ccccc1)NC(=O)c1ccc(Br)cc1 (configuration not stated),3,-1,-9,10,1.0,-6,2,8
COc1cccc(CN2CCN(Cc3ccc(OC)c(OC)c3)CC2CCO)c1 (configuration not stated),7,-3,-6,19,-0.3,-3,8,10
Cc1cccc(C(=O)N/N=C2\CS(=O)(=O)N(C)c3ccsc32)c1,-6,1,4,19,1.5,-3,28,0
Cc1ccc2oc(=O)n(CCOc3ccccc3Cl)c2c1,12,0,20,22,-0.5,0,28,22
Cn1c(=O)c2c(ncn2CC(O)CNc2cccc(Cl)c2)n(C)c1=O (configuration not stated),1,-3,11,-24,0.0,1,31,-1
COc1ccc(-c2cc(C)no2)cc1S(=O)(=O)N1CCN(c2ccccn2)CC1,40,-3,1,16,-1.0,1,38,-18
Cc1cc(C)c(S(=O)(=O)n2ccc3ccccc32)c(C)c1,-10,-3,2,-3,1.8,0,10,-21
Cc1cc(C)nc(Sc2ccc(C=O)cc2[N+](=O)[O-])n1,15,-3,15,-3,-1.4,2,10,-12
CCN(CC(=O)NCc1ccc(Cl)cc1)C(=O)c1cc2ccccc2o1,16,-1,-13,8,3.2,0,-33,5
CCOC(=O)c1c(NC(=O)COC(=O)c2cnc(C)cn2)sc(C(=O)N(C)C)c1C,16,-1,-16,18,-2.1,18,9,-36
O=C(C1=C[C@@H](c2csc3ccccc23)C[C@@H](OCc2ccc(CO)cc2)O1)N1CCOCC1,23,0,-14,12,0.2,-3,12,-6
COc1ccc(C(=O)NCCc2nnc(SCc3nc4ccccc4c(=O)[nH]3)n2C)cc1,-4,3,3,31,-3.5,-8,25,6
Cc1cccn2c(=O)c(/C=C(\C#N)C(=O)NCc3ccco3)c(N3CCCCC3)nc12,-23,-1,-4,-1,3.1,-1,20,12
COc1ccc(C(=O)Nc2ccc(Cc3ccncc3)cc2)cc1Br,48,2,-13,-4,2.3,1,-20,7
Cc1ccc(C(=O)N2CCCCC2)cc1NC1=C(Cl)C(=O)N(Cc2ccccc2)C1=O,45,-3,6,0,0.6,-1,56*,7
CCCCNC(=O)c1cc2nc(-c3ccccc3)cc(C(F)(F)F)n2n1,4,-2,-11,4,-0.3,0,14,-25
Cc1cc(C(=O)Nc2ccc(S(=O)(=O)N3CCCC3)cc2)cs1,44,-3,-1,-5,1.9,-1,10,5
CCCN(CC1CC1)C(=O)COC(=O)c1ccc(CNS(=O)(=O)c2ccc(F)c(Cl)c2)cc1,20,-1,31,-12,0.6,2,9,-14

Later entries
structure,tim23-1 inh,XBP1 UPR activ,Jurkat NFkB inh,APJ antag,CHOP UPR activ,APJ agonist,Mdm2 MdmX PPI,697 NFkB inh
Nc1cccc(-n2cccc2)c1,-9,0,-1,-24,-0.4,-3,-2,-8
N=c1oc2ccc(Cl)cc2cc1C(=O)NC1CCCCCC1,35,7,6,0,14,-4,11,-10
Cc1cc(OCCCCN2C(=O)NC(C)(C)C2=O)cc(C)c1Cl,20,0,-2,9,-2.6,-3,-4,-10
O=C1C(=Cc2cccs2)C(=O)c2ccccc21,44,-4,1,10,-0.1,-2,0,11
O=C(O)c1cccc(Nc2nc(-c3cccnc3)nc3ccccc23)c1,14,1,13,23,-1.9,4,-6,-65
CCNC(=S)N/N=C(\C)c1ccc(Cl)s1,5,0,5,30,0.2,-5,-9,-5
CCc1cc2c(=O)[nH]c(-c3ccccn3)nc2s1,-136,11,46,78*,290*,-6,72*,-180
Cc1cc(NC(=O)CSc2n[nH]c(=O)[nH]c2=O)ccc1Br,7,-2,-2,9,-2.6,-4,-6,27
Cc1ccc(-c2csc(NC(=O)/C=C/c3cccs3)n2)cc1C,8,-1,2,-9,-1.6,-11,35,1
COc1ccc(C2/C(=C(/O)c3ccc4c(c3)CC(C)O4)C(=O)C(=O)N2CCCn2ccnc2)cc1 (configuration not stated),16,-3,7,-39,2.7,9,33,-11
COc1cc(/C=C2/C(=N)N3N=C(C(C)C)SC3=NC2=O)ccc1OS(=O)(=O)c1ccccc1,25,-2,-27,12,0.5,-1,-4,-27
CCOC(=O)N1CCC(Nc2ncnc3c2cnn3-c2ccccc2)CC1,-19,-2,4,-8,2.0,-4,13,31
CC1CCCC(C)N1C(=O)COC(=O)CNC(=O)c1ccccc1 (configuration not stated),6,-1,0,-2,-0.3,-2,22,14
Cn1c(C(=O)N2CCC(C(N)=O)CC2)cc2cc(Cl)ccc21,7,-4,-25,-20,1.9,-2,-15,-59
Cn1ccs/c1=N\S(=O)(=O)c1ccc(F)cc1,-5,0,1,10,0.7,-1,5,21
CCOc1ccc(C(=O)NCC(=O)OCC(=O)Nc2ccccc2OCC)cc1,23,0,-9,-3,0.2,-2,11,12
CC1(C)CC(=O)C(C(C2=C(O)CC(C)(C)CC2=O)c2ccc(Br)s2)C(=O)C1 (configuration not stated),36,0,4,-9,1.5,4,32,-39
CCC(=O)Nc1nnc(C(C)(C)C)s1,19,-2,-13,-1,-0.9,9,-17,-26
CC(C)OC(=O)CSc1nc2ncc(Cl)cc2[nH]1,11,-1,3,-25,-0.3,0,-9,6
CCn1nc(C)cc1-c1n[nH]c(=S)n1N,13,4,3,-12,-2.9,-3,1,6
CCOC(=O)[C@H]1[C@H]2COc3ccc(OC)cc3[C@@H]2N2C(=O)CN(CC3CCCO3)C(=O)[C@@]12C (some centres not stated),1,-2,6,6,4.0,-3,26,12

Quoted from above (3 entries):
structure,tim23-1 inh,XBP1 UPR activ,Jurkat NFkB inh,APJ antag,CHOP UPR activ,APJ agonist,Mdm2 MdmX PPI,697 NFkB inh
CC(C)OC(=O)CSc1nc2ncc(Cl)cc2[nH]1,11,-1,3,-25,-0.3,0,-9,6
CCn1nc(C)cc1-c1n[nH]c(=S)n1N,13,4,3,-12,-2.9,-3,1,6
CCOC(=O)[C@H]1[C@H]2COc3ccc(OC)cc3[C@@H]2N2C(=O)CN(CC3CCCO3)C(=O)[C@@]12C (some centres not stated),1,-2,6,6,4.0,-3,26,12
